Assay outcomes as filed in PubChem.
Mtb BioA inh: M. tuberculosis BioA enzyme inhibitors, primary screen, biochemical, plate reader, single point, HTS; 7,8-diaminopelargonic acid synthase BioA (Mycobacterium tuberculosis); purified M. tuberculosis BioA enzyme; inhibition, % at 9.99 µM; hit rate 0.096% among 360,000; AID 602481, 2012; in the data active = inhibition above about 40%
An asterisk follows results filed as active; & = joins results of further samples.

SMILES	Mtb BioA inh
COc1ccc(C#Cc2cccc(-c3nc(C(=O)NCCCN4CCOCC4)cc4c3[C@@H](CCO)N(S(=O)C(C)(C)C)C4)c2)cc1OC (stereo not given in full)	-3.0
Cc1ccc(S(=O)(=O)NCC[C@H]2CC[C@@H](NC(=O)CCN3CCCCC3)[C@H](CO)O2)cc1	-4.6
CC=Cc1ccc2n(c1=O)C[C@H]1[C@H](CO)[C@@H](C(=O)N(C)C)[C@@H]2N1C(=O)c1ccccc1 (mixture of isomers)	-0.7
Cc1ccc(S(=O)(=O)N(C)C[C@@H]2OCCCC[C@H](C)Oc3ccc(NS(=O)(=O)c4ccc(F)cc4)cc3C(=O)N([C@@H](C)CO)C[C@@H]2C)cc1	-1.6
CO[C@H]1CN(C)C(=O)c2ccc(NC(=O)NC(C)C)cc2OC[C@@H](C)N(C(=O)CN(C)C)C[C@@H]1C	-3.3
CN(C)C(=O)c1cccc(-c2ccc([C@@H]3[C@H](C#N)N(C(=O)C4CC4)[C@H]3CO)cc2)c1	-0.4
O=C(Nc1nccs1)[C@H]1[C@H](CO)[C@H]2Cn3c(cccc3=O)[C@H]2N1C(=O)C1CC1	0.4
C[C@H](CO)N1C[C@H](C)[C@@H](CN(C)Cc2ccc(C(F)(F)F)cc2)OCCCC[C@H](C)Oc2ccc(NS(=O)(=O)c3ccc(Cl)cc3)cc2C1=O	-0.2
CO[C@@H]1CN(C)C(=O)c2ccc(NC(=O)C3CC3)cc2OC[C@@H](C)N(C(=O)Nc2ccc(C(F)(F)F)cc2)C[C@H]1C	-0.8
COc1cccc(-c2ccc([C@H]3[C@@H](CO)N4CCCCN(S(=O)(=O)c5cn(C)cn5)C[C@H]34)cc2)c1	4.8
O=C(O)C[C@H]1C=C[C@H](NC(=O)Nc2cc(F)ccc2F)[C@H](CO)O1	0.5
COc1ccc(NC(=O)Nc2cccc3c2O[C@H](CN(C)Cc2ccc4c(c2)OCO4)[C@H](C)CN([C@@H](C)CO)C3=O)cc1	-0.7
CC=Cc1ccc2n(c1=O)C[C@H]1[C@H](CO)[C@@H](C(=O)NCC)N(CC3CCOCC3)[C@@H]21 (mixture of isomers)	-1.1
COc1ccc(NC(=O)Nc2ccc3c(c2)C(=O)N([C@@H](C)CO)C[C@@H](C)[C@@H](CN(C)S(=O)(=O)c2ccc(OC)cc2)OCCCC[C@@H](C)O3)cc1	1.0
C[C@H](CO)N1C[C@H](C)[C@@H](CN(C)CC2CCCC2)Oc2ncc(C#Cc3cccc(F)c3)cc2C1=O	-0.9
O=C(C[C@H]1CC[C@H]2[C@@H](COC[C@@H](O)CN2S(=O)(=O)c2ccc(Cl)cc2)O1)N[C@H]1CCN(Cc2ccccc2)C1	2.5
C[C@@H]1CN([C@H](C)CO)S(=O)(=O)c2ccc(C#CCC3CCCC3)cc2O[C@@H]1CN(C)C(=O)CC1CC1	-2.5
CCCC#Cc1ccc2c(c1)O[C@H](CN(C)C(=O)C1CCCCC1)[C@H](C)CN([C@H](C)CO)S2(=O)=O	0.4
C[C@@H]1CCCCO[C@H](CN(C)CC2CCCCC2)[C@@H](C)CN([C@H](C)CO)C(=O)c2cc(NC(=O)C3CCCCC3)ccc2O1	1.1
C[C@H]1CN([C@@H](C)CO)C(=O)c2cc(C#CC3CC3)cnc2O[C@@H]1CN(C)C(=O)Nc1ccc(F)cc1	-1.4

Two neighbouring entries from above, quoted:
SMILES	Mtb BioA inh
CO[C@H]1CN(C)C(=O)c2ccc(NC(=O)NC(C)C)cc2OC[C@@H](C)N(C(=O)CN(C)C)C[C@@H]1C	-3.3
CN(C)C(=O)c1cccc(-c2ccc([C@@H]3[C@H](C#N)N(C(=O)C4CC4)[C@H]3CO)cc2)c1	-0.4

The main list resumes, starting 6 compounds before the break.
SMILES	Mtb BioA inh
C[C@H](CO)N1C[C@H](C)[C@@H](CN(C)CC2CCCC2)Oc2ncc(C#Cc3cccc(F)c3)cc2C1=O	-0.9
O=C(C[C@H]1CC[C@H]2[C@@H](COC[C@@H](O)CN2S(=O)(=O)c2ccc(Cl)cc2)O1)N[C@H]1CCN(Cc2ccccc2)C1	2.5
C[C@@H]1CN([C@H](C)CO)S(=O)(=O)c2ccc(C#CCC3CCCC3)cc2O[C@@H]1CN(C)C(=O)CC1CC1	-2.5
CCCC#Cc1ccc2c(c1)O[C@H](CN(C)C(=O)C1CCCCC1)[C@H](C)CN([C@H](C)CO)S2(=O)=O	0.4
C[C@@H]1CCCCO[C@H](CN(C)CC2CCCCC2)[C@@H](C)CN([C@H](C)CO)C(=O)c2cc(NC(=O)C3CCCCC3)ccc2O1	1.1
C[C@H]1CN([C@@H](C)CO)C(=O)c2cc(C#CC3CC3)cnc2O[C@@H]1CN(C)C(=O)Nc1ccc(F)cc1	-1.4
CCCNC(=O)N1C[C@@H]2[C@H](c3ccccc31)[C@H](CO)N2C(=O)NC(C)C	-0.7
C[C@@H]1CN([C@H](C)CO)C(=O)c2cc(NC(=O)Cn3cnnn3)ccc2O[C@@H]1CN(C)Cc1ccc(Cl)c(Cl)c1	-0.8
C[C@H]1CCCCO[C@H](CN(C)C(=O)Nc2ccc(F)cc2)[C@@H](C)CN([C@@H](C)CO)C(=O)c2cc(NC(=O)NC3CCCCC3)ccc2O1	-0.4
COc1cccc(S(=O)(=O)N[C@@H]2CC[C@H](CC(=O)NCc3ccccc3)O[C@@H]2CO)c1	-1.6
C[C@@H]1CCCCO[C@@H](CN(C)C(=O)C2CCCCC2)[C@H](C)CN([C@H](C)CO)C(=O)c2cc(NC(=O)Nc3cccc4ccccc34)ccc2O1	-2.1
C[C@H]1CN([C@@H](C)CO)C(=O)c2cc(NC(=O)C3CC3)ccc2O[C@H]1CN(C)CC1CC1	0.6
C[C@H](CO)N1C[C@H](C)[C@H](CN(C)Cc2ccc(C(=O)O)cc2)Oc2ccc(NS(C)(=O)=O)cc2CC1=O	-1.1
CCC(=O)N(C)C[C@H]1Oc2cc(Br)ccc2S(=O)(=O)N([C@H](C)CO)C[C@@H]1C	1.8
CCC(=O)N1CC[C@@H]2[C@@H](CO)Nc3ccc(-c4ccc(F)cc4)cc3[C@@H]21	23
C[C@H](CO)N1C[C@H](C)[C@@H](CN(C)S(=O)(=O)c2cn(C)cn2)Oc2c(NC(=O)c3ccc(-c4nccs4)cc3)cccc2C1=O	-4.6
C/C=C/c1ccc([C@@H]2[C@@H](CO)N(C(=O)NCCC)[C@H]2CN(C)C(=O)CC)cc1	-2.1
C[C@H]1CN([C@@H](C)CO)C(=O)c2cccc(NC(=O)Nc3ccccc3)c2O[C@@H]1CN(C)C(=O)Nc1ccccc1	2.3
CCCN(C)C[C@H]1Oc2cc(C#CCN(C)C)ccc2S(=O)(=O)N([C@@H](C)CO)C[C@H]1C	1.9
COc1ccc(NC(=O)Nc2ccc3c(c2)C(=O)N([C@H](C)CO)C[C@H](C)[C@H](CN(C)S(C)(=O)=O)OCCCC[C@H](C)O3)cc1	-0.5
O=C(C[C@@H]1C=C[C@@H](NS(=O)(=O)c2cccc(F)c2)[C@@H](CO)O1)N1CCCCC1	-5.0
CN1CCN(C(=O)C[C@@H]2C[C@H]3c4cc(NC(=O)c5ccc6c(c5)OCO6)ccc4O[C@H]3[C@H](CO)O2)CC1	3.5
COc1ccc(S(=O)(=O)N[C@H]2CC[C@H](CCn3cc(C(C)C)nn3)O[C@H]2CO)cc1	-1.4
Cc1cc(C(=O)Nc2cccc3c2O[C@@H](CN(C)Cc2ccccc2)[C@H](C)CN([C@@H](C)CO)C3=O)n(C)n1	-0.8
COc1ccc(S(=O)(=O)N(C)C[C@H]2Oc3ncc(C#CC4(O)CCCC4)cc3C(=O)N([C@@H](C)CO)C[C@H]2C)cc1	2.5
C[C@@H]1CN([C@H](C)CO)C(=O)c2cc(NS(=O)(=O)c3ccccc3)ccc2O[C@H]1CN(C)Cc1ccccc1	-2.5
C[C@@H]1CN([C@@H](C)CO)C(=O)Cc2cc(NC(=O)C3CCCCC3)ccc2O[C@@H]1CN(C)CC1CC1	-0.3
C[C@H]1CN([C@@H](C)CO)C(=O)c2cc(NS(=O)(=O)c3cn(C)cn3)ccc2O[C@H]1CN(C)Cc1ccc2c(c1)OCO2	0.3
CO[C@@H]1CN(C)C(=O)c2ccc(NC(=O)Nc3ccccc3)cc2OC[C@@H](C)N(C(=O)CN(C)C)C[C@@H]1C	4.0
C[C@H]1CCCCO[C@H](CN(C)C)[C@@H](C)CN([C@@H](C)CO)C(=O)c2cc(NC(=O)CCCCCC(=O)Nc3ccccc3N)ccc2O1	0.1
C[C@H]1CN([C@@H](C)CO)C(=O)c2cc(-c3ccncc3)cnc2O[C@H]1CN(C)C(=O)Nc1ccc2c(c1)OCO2	0.5
O=C(Nc1ccc(Cl)cc1)N1C[C@H]2[C@@H](c3ccccc31)[C@@H](CO)N2C(=O)c1ccccn1	-1.0
N#C[C@@H]1[C@@H](c2ccc(C3=CCCCC3)cc2)[C@H](CO)N1C(=O)CN1CCOCC1	0.0
CN1C(=O)c2cc(NC(=O)c3ccccc3Cl)ccc2OC[C@@H]2O[C@@H](CC(=O)O)CC[C@@H]21	-1.8
Cc1cc(C(=O)Nc2cccc3c2O[C@H](CN(C)C(=O)Nc2c(C)noc2C)[C@@H](C)CN([C@@H](C)CO)C3=O)n(C)n1	1.1
COc1ccccc1CN(C)C[C@H]1OCc2cnnn2CCCC(=O)N([C@H](C)CO)C[C@H]1C	0.0
O=C(NCC1CC1)[C@H]1[C@H](CO)[C@H]2Cn3c(ccc(-c4ccncc4)c3=O)[C@@H]1N2Cc1nccs1	-0.5
O=C(Nc1ccccc1F)N[C@H]1CC[C@@H](CCNC(=O)C2CCOCC2)O[C@@H]1CO	-1.4
C[C@@H]1CCCCO[C@H](CN(C)S(=O)(=O)c2ccc(Cl)cc2)[C@@H](C)CN([C@@H](C)CO)C(=O)c2cc(NC(=O)Nc3ccc(F)cc3)ccc2O1	-1.9
CN1C(=O)c2cc(NC(=O)c3cccc(F)c3)ccc2OC[C@@H]2O[C@@H](CC(=O)NC3CCC3)CC[C@@H]21	0.8&1.6
CO[C@@H]1CC[C@H]2CCOc3c(C#N)cccc3C(=O)N(C)C[C@@H](C)C(=O)N(C)C[C@H]1O2	-2.4
C[C@@H]1CN([C@@H](C)CO)C(=O)Cc2cc(NC(=O)Nc3ccccc3)ccc2O[C@H]1CN(C)Cc1ccncc1	2.8
COc1ccc(S(=O)(=O)N(C)C[C@H]2OCCCC[C@@H](C)Oc3ccc(NS(=O)(=O)c4cccs4)cc3C(=O)N([C@@H](C)CO)C[C@@H]2C)cc1	1.3
C[C@@H]1CCCCO[C@H](CN(C)C(=O)CCCN(C)C)[C@H](C)CN([C@H](C)CO)C(=O)c2cc(NC(=O)C3CCCCC3)ccc2O1	4.2
C[C@H](CO)N1C[C@H](C)[C@H](CN(C)Cc2ccc3c(c2)OCO3)Oc2c(NS(C)(=O)=O)cccc2C1=O	6.7
O=C(C[C@@H]1CC[C@@H](NC(=O)c2ccccn2)[C@@H](CO)O1)NCc1cccc(F)c1	-4.0
C[C@H]1CN([C@@H](C)CO)S(=O)(=O)c2ccc(C#CC3CCCC3)cc2O[C@H]1CN(C)C(=O)Cc1ccncc1	0.5
O=C(N[C@H]1CC[C@H](CCNS(=O)(=O)c2ccc(Cl)cc2)O[C@H]1CO)c1cccc(F)c1	30
CO[C@H]1CN(C)C(=O)c2ccc(NC(=O)C3CCCC3)cc2OC[C@@H](C)N(C(=O)CC2CC2)C[C@@H]1C	-1.8
O=C(NC1CCCCC1)N[C@H]1CC[C@@H](CCNS(=O)(=O)c2ccccc2)O[C@H]1CO	-2.1
Cc1noc(C)c1NC(=O)N(C)C[C@@H]1Oc2ccc(N(C)C)cc2C(=O)N([C@@H](C)CO)C[C@@H]1C	-1.9
O=C(Nc1ccccc1F)N1C[C@H]2[C@@H](c3ccccc31)[C@H](CO)N2C(=O)c1ccccn1	0.2
C[C@@H]1CCCCO[C@H](CN(C)C(=O)Nc2ccc(F)cc2)[C@H](C)CN([C@H](C)CO)C(=O)c2cc(NS(=O)(=O)c3ccccc3)ccc2O1	-1.1
COc1ccc(S(=O)(=O)N(C)C[C@@H]2Oc3c(NC(=O)c4ccc(-c5nccs5)cc4)cccc3C(=O)N([C@@H](C)CO)C[C@@H]2C)cc1	-2.7
CNC(=O)C[C@@H]1CC[C@@H]2[C@H](COc3ccc(NC(=O)c4ccc(OC)cc4)cc3C(=O)N2C)O1	1.0
COc1ccc(NC(=O)N[C@@H]2C=C[C@@H](CC(=O)NC3CCC3)O[C@H]2CO)cc1	-2.2
C[C@H]1CN([C@@H](C)CO)C(=O)c2cccc(NC(=O)c3cnccn3)c2O[C@@H]1CN(C)Cc1ccc(C(=O)O)cc1	-1.8
O=C(C[C@H]1CC[C@@H](NC(=O)C2CCC2)[C@@H](CO)O1)NCc1ccccc1Cl	-1.0
CCCNC(=O)Nc1ccc2c(c1)C(=O)N(C)C[C@@H](OC)[C@H](C)CN(Cc1ccc(-c3ccccn3)cc1)[C@H](C)CO2	-0.8
C[C@@H]1CN([C@H](C)CO)C(=O)Cc2cc(NS(C)(=O)=O)ccc2O[C@H]1CN(C)S(C)(=O)=O	0.0
CO[C@H]1CN(C)C(=O)c2ccc(NC(=O)c3cccc(F)c3)cc2OC[C@@H](C)N(C(C)=O)C[C@H]1C	0.7
COc1cccc(CN(C)C[C@H]2OCc3cn(nn3)CCCC(=O)N([C@H](C)CO)C[C@@H]2C)c1	-1.8
C[C@@H]1CN([C@H](C)CO)S(=O)(=O)c2ccc(C3=CCCCC3)cc2O[C@H]1CN(C)C(=O)c1ccncc1	1.5
CN(C[C@H]1N[C@@H](CO)[C@H]1c1ccc(C2=CCCCC2)cc1)S(C)(=O)=O	-3.0
COc1ccc(S(=O)(=O)Nc2ccc3c(c2)CC(=O)N([C@@H](C)CO)C[C@@H](C)[C@@H](CN(C)Cc2ccc(Oc4ccccc4)cc2)O3)cc1	-0.9

Individual results from the entries so far.
CO[C@@H]1CN(C)C(=O)c2ccc(NC(=O)C3CC3)cc2OC[C@@H](C)N(C(=O)Nc2ccc(C(F)(F)F)cc2)C[C@H]1C | Mtb BioA inh: -0.8
C[C@@H]1CCCCO[C@H](CN(C)C(=O)CCCN(C)C)[C@H](C)CN([C@H](C)CO)C(=O)c2cc(NC(=O)C3CCCCC3)ccc2O1 | Mtb BioA inh: 4.2
COc1ccc(C#Cc2cccc(-c3nc(C(=O)NCCCN4CCOCC4)cc4c3[C@@H](CCO)N(S(=O)C(C)(C)C)C4)c2)cc1OC (stereo not given in full) | Mtb BioA inh: -3.0

Not all compounds are listed (hit frequency here may not be typical).
